Apaf-1 inh: inhibitors of human Apaf-1 apoptosome, primary screen, biochemical, DEVD-Rh110 fluorescence, uHTS | Apoptotic protease-activating factor 1 (Homo sapiens), O14727 | reconstituted apoptosome caspase-3 activity | inhibition, % at 20 µM | 330,000 compounds, 0.71% hits | AID 489030, 2010; active = inhibition of at least 40% at 20 µM;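 also: plate controls were DMSO wells for no effect and DEVD-CHO caspase inhibitor wells for full effect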
Target sequence (O14727 whole entry, looked up): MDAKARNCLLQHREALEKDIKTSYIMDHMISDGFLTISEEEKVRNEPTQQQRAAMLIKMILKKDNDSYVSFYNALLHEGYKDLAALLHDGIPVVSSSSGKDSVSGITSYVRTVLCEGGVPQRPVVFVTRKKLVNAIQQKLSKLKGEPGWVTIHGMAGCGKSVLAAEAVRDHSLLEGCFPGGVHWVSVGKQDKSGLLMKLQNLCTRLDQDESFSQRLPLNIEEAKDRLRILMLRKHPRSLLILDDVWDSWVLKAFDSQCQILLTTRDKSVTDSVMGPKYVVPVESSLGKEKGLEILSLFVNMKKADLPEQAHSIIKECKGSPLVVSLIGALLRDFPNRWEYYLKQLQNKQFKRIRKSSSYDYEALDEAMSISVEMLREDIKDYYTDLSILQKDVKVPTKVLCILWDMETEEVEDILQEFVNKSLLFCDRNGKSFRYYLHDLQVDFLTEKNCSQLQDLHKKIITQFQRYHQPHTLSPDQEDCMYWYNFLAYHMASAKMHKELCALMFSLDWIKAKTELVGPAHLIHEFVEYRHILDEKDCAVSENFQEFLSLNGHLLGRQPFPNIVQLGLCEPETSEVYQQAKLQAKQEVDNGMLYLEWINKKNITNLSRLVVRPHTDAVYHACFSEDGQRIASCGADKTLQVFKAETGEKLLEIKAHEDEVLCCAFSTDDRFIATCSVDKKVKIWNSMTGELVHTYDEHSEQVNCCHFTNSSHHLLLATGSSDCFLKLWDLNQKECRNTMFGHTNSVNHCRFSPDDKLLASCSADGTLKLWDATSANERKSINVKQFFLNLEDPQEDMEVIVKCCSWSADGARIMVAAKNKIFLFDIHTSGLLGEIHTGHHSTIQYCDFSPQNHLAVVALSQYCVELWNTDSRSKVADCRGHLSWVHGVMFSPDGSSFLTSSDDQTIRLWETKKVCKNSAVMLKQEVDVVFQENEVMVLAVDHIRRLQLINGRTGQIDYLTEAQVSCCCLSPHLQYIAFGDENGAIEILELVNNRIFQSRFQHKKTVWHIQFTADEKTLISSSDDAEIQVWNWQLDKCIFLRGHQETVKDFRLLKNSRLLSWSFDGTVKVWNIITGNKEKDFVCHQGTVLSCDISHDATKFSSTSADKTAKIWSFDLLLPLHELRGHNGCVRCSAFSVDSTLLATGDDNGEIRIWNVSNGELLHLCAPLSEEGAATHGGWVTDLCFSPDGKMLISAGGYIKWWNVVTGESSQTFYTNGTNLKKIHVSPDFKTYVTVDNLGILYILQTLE
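Medium: Hepes buffer, pH 7.5 / System: biochemical Apaf-1 apoptosome reconstitution / Measured by: Rh110 fluorescence, excitation 480 nm, emission 540 nm / Times: compound with Apaf-1, dATP, procaspase-3 30 min, then 50 min reaction, room temperature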
697 NFkB inh: inhibitors of PMA/ionomycin-induced NF-kB reporter, 697 cells, primary screen, B-cell NF-kB inhibitor project, cell-based, luminescence, uHTS; 697 B-cell NF-kB luciferase reporter, 16 h; inhibition, % at 4 µM; 330,000 compounds, 0.33% hits; AID 435022, 2010; in the data active = inhibition above about 35%
Jurkat NFkB inh: inhibitors of induced NF-kB luciferase reporter, primary screen, TCR NF-kB activation inhibitor project, cell-based, luminescence, uHTS | Jurkat, PMA/ionomycin-induced NF-kB luciferase reporter | 330,000 compounds, 0.53% hits | inhibition, % at 4 µM
SENP7 inh: SENP7 protease inhibitors, primary screen, biochemical, luminescence, uHTS; inhibition, % at 5 µM; 330,000 compounds, 1.5% hits; recombinant SENP7, Z-RLRGG-aminoluciferin luminescence, 40 min; Sentrin-specific protease 7 (Homo sapiens), Q9BQF6; AID 434973, 2010;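 active = inhibition above about 50% at the single test dose, limit read from the data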;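 also: plate controls were DMSO with enzyme for no effect and no enzyme buffer wells for full effect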
HKDC1 inh: HKDC1 hexokinase inhibitors, primary screen, biochemical, fluorescence, uHTS; Q2TB90; recombinant HKDC1, G6PDH/diaphorase resazurin coupled fluorescence; inhibition, % at 20 µM; 340,000 compounds, 0.16% hits; AID 493160, 2011;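 active = inhibition above about 35% when tested at 20 µM, limit read from the data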;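 also: plate controls were DMSO wells with enzyme for no effect and DMSO wells lacking enzyme for full effect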
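Material – in-house recombinant HK5 (HKDC1) enzyme · Quantity – HKDC1 at 5 µg/mL · Buffer or medium – pH 8.0 Tris buffer with 10 mM MgCl2 · Reagent – glucose with 1 mM ATP · Dosing – single 20 µM dose · Times – reaction time 90 min, room temperature, protected from light · Technique – resorufin fluorescence at 613 nm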
UBC13 polyUb: UBC13 polyubiquitin chain formation inhibitors, primary screen, biochemical, TR-FRET, uHTS; Ubiquitin-conjugating enzyme E2 N (Homo sapiens), P61088; 330,000 compounds, 0.47% hits; inhibition, % at 20 µM; in the data active = inhibition above about 45%, passing the limit was not always enough
SENP8 block: SENP8 protease inhibitors, primary screen, biochemical, luminescence; Sentrin-specific protease 8 (Homo sapiens), Q96LD8; purified SENP8, Z-RLRGG-aminoluciferin cleavage; inhibition, % at 10 µM; 330,000 compounds, 1.2% hits
Gli-Sufu antag: Gli-Sufu pathway antagonists, primary screen, luciferase luminescence, Sufu-KO-LIGHT cells, uHTS; 340,000 compounds, 0.74% hits; Sufu-KO-LIGHT fibroblasts, Gli luciferase reporter luminescence; AID 588413, 2011; inhibition, % at 5 µM;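 active = inhibition above about 55%, limit read from the data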;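 also: 0% = DMSO-treated cells and 100% = wells with medium but no cells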
The depositor's hits bear a star; / = not tested or not shown; & = joins results of further samples. Rule as the data show it, unless noted: active = inhibition above about 50%; inactive = the rest. Only part of the results is shown, so the mix of outcomes need not match the whole.

SMILES	Apaf-1 inh	697 NFkB inh	Jurkat NFkB inh	SENP7 inh	HKDC1 inh	UBC13 polyUb	SENP8 block	Gli-Sufu antag
CC(=O)Nc1ccccc1	-8	3	6	1	-8	-1	8	-8
COC(=O)C1=CO[C@@H](OC2OC(CO)C(O)C(O)C2O)[C@@H]2[C@@H](C)[C@@H](O)C[C@H]12 (some centres undefined)	-7	3	-4	-4	-1	2	-1	-9
CCC(=O)O[C@]1(C(=O)SCF)[C@H](C)C[C@H]2[C@@H]3C[C@H](F)C4=CC(=O)C=C[C@]4(C)[C@@]3(F)[C@@H](O)C[C@@]21C	-12	13	19	-9	/	10	5	/
Nc1ncnc2nc[nH]c12	-3&-8&9	-29&23&9	-8&16&-2	5&-1&-19	1&3&-5	3&6&3	1&3&-8	18&7&0
CC(C)(CO)C(O)C(=O)NCCCO (centres undefined)	-10	2	9	3	-11	12	3	-8
O=C(O)/C=C/c1ccc(O)cc1	-8	9	0	-4	2	-8	2	-24
CNc1c2c(nn1C)CCCC2	2&-6	-12&-2	4&-2	-8&5	1&3	-2&10	-7&8	3&-1
Cc1cccc2c1NC(=O)/C2=C\C(=O)c1cccs1	6	3	12	-2	9	-3	-1	-23
CC12CCC(=O)C=C1CCC1C2CCC2(C)C1CC[C@]2(O)C(=O)CO (some centres undefined)	-2	15	-10	0	-7	2	-4	3
C/C=C(/C)C(=O)OC1c2c(ccc3ccc(=O)oc23)OC(C)(C)C1OC(=O)/C(C)=C\C (centres undefined)	21	8	15	4	4	6	-9	-6
CN(C)CCOc1ccccc1Cc1ccccc1	-4	-3	-2	2	1	18	0	10
O=C(Nc1ccc(C(=O)O)c(O)c1)c1ccccc1	-2	13	1	85*	-1	3	76*	-2

6 compounds from above, ordered by their value in UBC13 polyUb, ascending:
SMILES	697 NFkB inh	Jurkat NFkB inh	SENP7 inh	HKDC1 inh	UBC13 polyUb
O=C(O)/C=C/c1ccc(O)cc1	9	0	-4	2	-8
Cc1cccc2c1NC(=O)/C2=C\C(=O)c1cccs1	3	12	-2	9	-3
CC(=O)Nc1ccccc1	3	6	1	-8	-1
CC12CCC(=O)C=C1CCC1C2CCC2(C)C1CC[C@]2(O)C(=O)CO (some centres undefined)	15	-10	0	-7	2
C/C=C(/C)C(=O)OC1c2c(ccc3ccc(=O)oc23)OC(C)(C)C1OC(=O)/C(C)=C\C (centres undefined)	8	15	4	4	6
CC(C)(CO)C(O)C(=O)NCCCO (centres undefined)	2	9	3	-11	12

(listing goes on)
SMILES	Apaf-1 inh	697 NFkB inh	Jurkat NFkB inh	SENP7 inh	HKDC1 inh	UBC13 polyUb	SENP8 block	Gli-Sufu antag
COc1ccc2ccc(=O)oc2c1	4	14	4	-3	2	-9	6	6
COc1c(O)cc2c(c1O)[C@@H]1O[C@H](CO)[C@@H](O)[C@H](O)C1OC2=O (some centres undefined)	5	17	-10	-5	-8	8	-2	-1
COc1ccc2nc(NC(=O)Nc3ccccc3)sc2c1	1	-335	-223	85*	1	10	49	-91
COc1ccc(/C=N/NC(=O)c2ccncc2)cc1OC	-4	-15	8	8	1	-5	-10	-7
COc1ccc(/C=C/C(=O)O)cc1	-2	7	-5	10	-7	8	-8	-4
Cc1[nH]c2ccccc2c1/C=N/NC(N)=S	-11	-9	0	0	-3	-6	4	-4
O=c1cc(-c2ccc(O)cc2)oc2cc(O[C@@H]3O[C@H](CO)[C@@H](O)[C@H](O)[C@H]3O[C@@H]3OC[C@](O)(CO)[C@H]3O)cc(O)c12	7	20	-24	9	5	10	1	0
NNC(=O)CP(=O)(c1ccccc1)c1ccccc1	-5	6	10	-4	2	2	12	21
COc1ccccc1OCCNCC(O)COc1cccc2[nH]c3ccccc3c12 (centres undefined)	33	5	-4	-13	/	17	-5	/
Cc1cccc(C)c1NC(=O)C1CCCCN1C (centres undefined)	-5	2	-4	4	2	2	7	8
COc1ccc(CN2CCN(C(c3ccc(F)cc3)c3ccc(F)cc3)CC2)c(OC)c1OC	48*	3	-6	-10	5	25	-10	-7
C[C@@H]1C[C@H]2[C@@H]3C[C@H](F)C4=CC(=O)C=C[C@]4(C)[C@@]3(F)[C@@H](O)C[C@]2(C)[C@@]1(O)C(=O)COC(=O)C(C)(C)C	5	4	5	6	-5	3	1	4

Retrieved by structure from the list above, 5 records:
SMILES	Apaf-1 inh	697 NFkB inh	Jurkat NFkB inh	SENP7 inh	HKDC1 inh	UBC13 polyUb	SENP8 block	Gli-Sufu antag
COc1ccccc1OCCNCC(O)COc1cccc2[nH]c3ccccc3c12 (centres undefined)	33	5	-4	-13	/	17	-5	/
C[C@@H]1C[C@H]2[C@@H]3C[C@H](F)C4=CC(=O)C=C[C@]4(C)[C@@]3(F)[C@@H](O)C[C@]2(C)[C@@]1(O)C(=O)COC(=O)C(C)(C)C	5	4	5	6	-5	3	1	4
Cc1[nH]c2ccccc2c1/C=N/NC(N)=S	-11	-9	0	0	-3	-6	4	-4
COc1ccc(/C=C/C(=O)O)cc1	-2	7	-5	10	-7	8	-8	-4
NNC(=O)CP(=O)(c1ccccc1)c1ccccc1	-5	6	10	-4	2	2	12	21

Later entries:
SMILES	Apaf-1 inh	697 NFkB inh	Jurkat NFkB inh	SENP7 inh	HKDC1 inh	UBC13 polyUb	SENP8 block	Gli-Sufu antag
CCOC(=O)NNc1nncc2ccccc12	-9	10	10	-1	-9	4	6	-6
C/C=C(/C)C(=O)O[C@@H]1c2cc(OC)c(OC)c(OC)c2-c2c(cc3c(c2OC)OCO3)C[C@H](C)[C@]1(C)O	10	-7	7	6	1	7	-9	-8
C[C@H]1c2cccc(O)c2C(O)=C2C(=O)[C@]3(O)C(O)=C(C(N)=O)C(=O)[C@@H](N(C)C)C3[C@@H](O)C21 (some centres undefined)	-7	20	11	5	2	17	5	-3
C=C1c2cccc(O)c2C(O)=C2C(=O)[C@]3(O)C(O)=C(C(N)=O)C(=O)[C@@H](N(C)C)[C@@H]3[C@@H](O)[C@H]12	-3	21	3	1	7	-2	0	-3
CCCCC1C(=O)N(c2ccccc2)N(c2ccccc2)C1=O	7	15	8	1	-1	3	5	6
Cn1c(=O)c2c(ncn2CCO)n(C)c1=O	-7	14	11	-6	0	-3	5	28
CCCCOc1ccc(CC(=O)NO)cc1	-7	13	-7	7	-6	21	-5	-25
O=c1ccn([C@H]2C[C@H](O)[C@@H](CO)O2)c(=O)[nH]1	0	18	2	6	-4	-1	-5	0
